TSG101-PTAP inh: blocks PTAP/TSG101 interaction to inhibit HIV-1 budding; Fluorescence polarization, FITC-PTAP peptide / Tsg101 binding; AID 493005; 340,000 tested, under 10 active; Potency, µM (top dose mostly 115 µM), inactives show at the highest dose activity change, negative = inhibition, actives largely listed as inhibitors; Q99816; active means well fitted inhibition curve with a large enough effect in the main read-out, with a control signal flat, not every such curve was filed as active; inconclusive means small, poorly fitted or top-dose-only effect, or effect the other way, or a change in a side signal; inactive means no such curve, though single readings can be large or run the other way; further: potency means the concentration at half of the fitted maximal effect; % of control where 0% means no effect
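Tsg101 binding domain (10 uM final) was mixed with compound and a FITC-labeled PTAP peptide (50 nM final) in HEPES pH 7.5 buffer with NaCl, Tween 20, EDTA and TCEP; fluorescence polarization was read after 20 min at r.t.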
TCR activator: activators of T cell receptors; primary human leukocytes, anti-CD3, IL-2 HTRF, 48 h; Potency, µM (highest dose often 9.22 µM), for the others: top-dose activation of IL-2 secretion, most hits filed as activators; 330,000 tested, under 10 active; further: % of control where 0% means no effect
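TCR engagement came from a-CD3 beads alone, with compounds added to primary human leukocytes for 48 hr. Secreted IL-2 bridged europium cryptate- and d2-labelled anti-IL-2 antibodies, giving FRET emission at 665nm after 320nm excitation.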
B2AR arrestin: beta2AR (human) beta-arrestin recruitment activity | Potency, µM (titrated, usually from 46.1 µM), inactives show at the top dose activation, most hits filed as activators | P07550 | 330,000 tested, 0.02% active | beta-arrestin recruitment to beta2AR, cell-based reporter;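 further: potency means the concentration at half of the fitted maximal effect; 0% = DMSO controls and full agonism = EC100 isoproterenol or metaproterenol; nearly all actives have a fitted effect of over 65% in size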
Tb PFK inh: T. brucei PFK enzyme inhibition; O15648; T. brucei PFK, ADP-Glo luminescence; Potency, µM (series often up to 57.5 µM), inactives show at the top dose activity, negative = inhibition, hits mostly inhibitors; 330,000 tested, 0.17% active;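 further: potency means the concentration at half of the fitted maximal effect; 0% = uninhibited 1x PFK enzyme wells and -100% = no-enzyme wells; nearly all actives have a fitted effect of over 60% in size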
Target sequence (O15648 whole entry, looked up): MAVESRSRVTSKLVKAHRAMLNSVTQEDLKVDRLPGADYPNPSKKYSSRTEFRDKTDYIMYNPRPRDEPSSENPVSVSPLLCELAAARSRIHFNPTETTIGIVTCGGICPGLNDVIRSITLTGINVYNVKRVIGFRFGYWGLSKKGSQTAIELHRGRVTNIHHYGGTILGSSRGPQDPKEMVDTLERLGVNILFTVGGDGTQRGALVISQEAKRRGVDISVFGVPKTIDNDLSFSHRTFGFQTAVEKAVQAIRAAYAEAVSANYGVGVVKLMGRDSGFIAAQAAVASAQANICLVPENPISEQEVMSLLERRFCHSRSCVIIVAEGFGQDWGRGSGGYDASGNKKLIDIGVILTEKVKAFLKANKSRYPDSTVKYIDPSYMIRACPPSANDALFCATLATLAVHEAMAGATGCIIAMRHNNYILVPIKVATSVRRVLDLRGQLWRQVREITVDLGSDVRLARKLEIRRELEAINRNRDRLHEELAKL
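In TEA buffer at pH 8.0 with 5 mM MgCl2, enzyme (1.25 nM) converted F6P (0.5 mM) and ATP (0.1 mM) for 45 min at room temperature. ADP product was read by luciferase luminescence.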
uPA generation: cell surface uPA generation inhibition; cell surface uPA generation assay, qHTS; Potency, µM (top dose mostly 38.3 µM), for the others: at the top dose activity change, negative = inhibition, hits mostly inhibitors; 330,000 tested, 0.31% active; active means well fitted inhibition curve with a large enough effect; inconclusive means small, poorly fitted or top-dose-only effect; inactive means no such curve, though single readings can be large or run the other way; tested in mouse RAW 264.7 cells; further: potency means the concentration at half of the fitted maximal effect; on the % scale 0 is the no-effect control and ±100 the full control effect; nearly all actives have a fitted effect of over 55% in size
Chronic BCR inh: chronic active BCR signaling inhibition; ABC-DLBCL IkBa-CBG/CBR reporter, luminescence ratio, 4 h; Potency, µM (series often up to 46.1 µM), without a hit: top-dose ratio change, negative = lower green/red ratio, actives largely listed as inhibitors; 340,000 tested, 0.05% active; AID 493014; active means well fitted inhibition curve with a large enough effect in the signal ratio, with a control signal flat, not every such curve was filed as active; inconclusive means small, poorly fitted or top-dose-only effect, or effect the other way, or a change in a side signal; the % refers to the signal ratio;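 further: potency means the concentration at half of the fitted maximal effect; plate controls were basal doxycycline-induced cells for no effect and cells given 10 µM MG132 for full effect; MG132 reads +100%, hits lower the ratio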
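Cell line TMD8 (human ABC DLBCL), stably expressing tet-inducible CBG68-IkBa fusion and CBR; IMDM/0.5% FBS; cpd up to 46 uM; dox induction, 4 h, 37C/5% CO2; dual luminescence; green/red ratio; MG132 control.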
USP2a block: blocks human ubiquitin-specific protease USP2a. O75604. USP2 core, Ub-CHOP2 coupled fluorogenic reporter, 485/531. Potency, µM (highest dose often 38.3 µM), for the others: at the top dose activity change, negative = inhibition, hits mostly inhibitors. 330,000 tested, 0.01% active;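 further: potency means the concentration at half of the fitted maximal effect; plate controls were DMSO wells for no effect and full inhibition by NEM control for full effect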
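Cell-free coupled assay: 10nM USP2 core preincubated 30min RT with compound in Tris-HCl pH 8.0/CaCl2/CHAPS buffer, then 25nM Ub-CHOP2 and 25nM reporter substrate; fluorescence (Ex 485/Em 531) read after 60min RT, normalized to NEM inhibition, concentration-response curves fitted.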
Eya2 phos inh: Eya2 (human) phosphatase inhibition. O00167. recombinant Eya2, OMFP fluorescence dephosphorylation (OMFP is methylfluorescein phosphate). Potency, µM (series often up to 76.9 µM), without a hit: at the highest dose activity, negative = inhibition, most hits filed as inhibitors. 330,000 tested, 0.006% active; further: potency means the concentration at half of the fitted maximal effect; on the % scale 0 is the no-effect control and ±100 the full control effect
Target sequence (O00167 whole entry, looked up): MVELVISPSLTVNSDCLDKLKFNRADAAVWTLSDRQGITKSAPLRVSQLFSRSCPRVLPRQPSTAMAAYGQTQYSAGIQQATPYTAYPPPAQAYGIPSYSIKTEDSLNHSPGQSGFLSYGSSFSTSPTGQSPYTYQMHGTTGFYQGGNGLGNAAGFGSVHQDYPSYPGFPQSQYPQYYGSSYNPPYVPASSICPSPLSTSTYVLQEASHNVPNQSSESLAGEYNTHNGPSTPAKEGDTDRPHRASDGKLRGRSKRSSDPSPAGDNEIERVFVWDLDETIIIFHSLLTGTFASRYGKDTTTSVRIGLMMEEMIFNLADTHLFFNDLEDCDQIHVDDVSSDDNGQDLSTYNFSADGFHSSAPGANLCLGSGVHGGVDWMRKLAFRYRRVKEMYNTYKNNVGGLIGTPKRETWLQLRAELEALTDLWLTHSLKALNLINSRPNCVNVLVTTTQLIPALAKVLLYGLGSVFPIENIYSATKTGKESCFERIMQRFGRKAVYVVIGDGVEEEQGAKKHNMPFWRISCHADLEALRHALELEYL
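Eya2 (0.2 uM) preincubated 10 min at ambient with compound, then OMFP substrate added at 50 uM; 10 min reaction in 50 mM HEPES pH 7.5, 50 mM NaCl, 5 uM MgCl2, 0.05% BSA, 1 mM DTT. Fluorescence read at Ex 485/Em 525 nm.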
Mito fusion act: inhibitors of mitochondrial division or activators of mitochondrial fusion | S. cerevisiae fusion-defective mutant growth rescue, CellTiterGlo 48 h | Potency, µM (series often up to 46.1 µM), for inactives: at the highest dose growth rescue (activation), usual class: activators | 320,000 tested, 0.23% active;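 further: potency means the concentration at half of the fitted maximal effect; % of control where 0% means no effect; nearly all actives have a fitted effect of over 45% in size; temperature-sensitive fusion mutants such as fzo1-1 at 37 °C on non-fermentable ethanol glycerol medium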
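Luminescent cell viability in 1536-well qHTS format served as the measure of rescued growth in ts fusion-mutant S. cerevisiae cultured on non-fermentable YPEG for 48 hours at 37C.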
TSHR antagonist: blocks TSH signaling through the human TSH receptor | TSHR-expressing cells, TSH-stimulated cAMP HTRF, 2 h; active compounds read low | activity change, negative = inhibition, % at 11.5 µM | 330,000 tested, 0.2% active | AID 504810;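 active means activity change below a set negative limit, meaning inhibition stronger than a set level, cut at about -70% in these data; inconclusive means activity change between two set negative limits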; further: on the % scale 0 is the no-effect control and ±100 the full control effect
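Inhibition of cAMP made by TSHR-expressing cells under TSH stimulation (4nM final, EC80; 2 h, 37 deg C) is quantified with a one-step lysis HTRF kit, anti-cAMP cryptate versus cAMP-d2.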
ELG1 DNA repair: inhibitors of ELG1-dependent DNA repair in HEK293T cells | HEK293T ELG1-luciferase reporter, luminescence, 16 h; DNA damage induced by 5-fluorouridine | Potency, µM (series often up to 46.1 µM), for the others: top-dose activity change, negative = inhibition, usual class: inhibitors | 330,000 tested, 2.3% active | AID 504467; further: potency means the concentration at half of the fitted maximal effect; on the % scale 0 is the no-effect control and ±100 the full control effect; nearly all actives have a fitted effect of over 55% in size
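DMSO vehicle served as the neutral condition. Each well held 2,000 cells given 5-fluorouridine plus compound; after 16 hr at 37 °C/5% CO2, ONE-Glo was added and luciferase measured 30 min later.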
Numbers without * were called inactive; ? = inconclusive; / = not tested or not shown; [ ] = remark or other dose. Unless noted, the call rests on the fitted dose curve; in most records, active means well fitted curve in the direction sought with a large enough effect; inconclusive means small, poorly fitted or top-dose-only effect, or another doubt; inactive means no such curve, though single readings can be large; an effect the other way counts as inactive or inconclusive.

Screens in order – TSG101-PTAP inh	TCR activator	B2AR arrestin	Tb PFK inh	uPA generation	Chronic BCR inh	USP2a block	Eya2 phos inh	Mito fusion act	TSHR antagonist	ELG1 DNA repair
O=C(CCCCCNC(=O)c1ccccc1Br)N=Nc1c(O)[nH]c2ccccc12
→ -4%	3%	0.2%	?	-20%	-3%	2%	-9%	2%	-3	9.2µM*
CCCOc1cc(C)c(Cl)cc1S(=O)(=O)N(CC)CC
→ -3%	-3%[46.1 µM]	-1.0%	-1%	6%	-10%	0%	-26%	-6%	13	-8%
COc1ccc(-n2c(COc3cccc(C)c3)nnc2SCC(=O)NCc2ccco2)cc1
→ -3%	/	0.0%	-2%	-1%	?	-13%	-5%	3%	24	?
O=C(O)CCCC(=O)Nc1ccc(OCc2nc3ccccc3s2)cc1
→ 0%	0%	-0.1%	0%	2%	?	-2%	-5%	-1%	-2	?
Cc1cc(C)cc(OCCCC(=O)O)c1
→ -5%	4%	0.3%	-2%	9%	8%	2%	-12%	0%	2	0%
Cc1cccc(C(=O)NNC(=O)c2c(O)c3ccccc3n(C)c2=O)c1
→ 0%	-2%	8.4%	-4%	2%	?	-11%	2%	-15%	-18	-21%
Cc1[nH][nH]c(=O)c1C=NCc1cccs1
→ -3%	8%	0.0%	-2%	17%	4%	5%	11%	?	1	9%
C[C@H]1COC(=O)[C@@H](CC(=O)OC(C)(C)C)C/C=C\C[C@@H](CC(=O)N[C@H](CO)Cc2ccccc2)C(=O)N1
→ 1%	-5%	-0.8%	-4%	0%	1%	2%	8%	/	0	16%
S=C(NCc1cccnc1)Nc1ccc(Cl)c(Cl)c1
→ -3%	1%	-0.3%	-23%	-10%	?	2%	-28%	-1%	-22	1%
CCC1CCCCN1C(=O)C1CC(c2cc(Cl)c(OC)cc2OC)=NO1 (configuration not stated)
→ -3%	/	0.5%	4%	-7%	1%	0%	3%	14%	-18	-26%
Cc1cc(OCCn2cnc3ccccc3c2=O)ccc1[N+](=O)[O-]
→ 0%	5%[46.1 µM]	0.0%	0%	2%	2%	2%	8%	-5%	-13	10%
CCCCn1c(N)c(N(CC(C)C)C(=O)C(C)SCc2nc3sc(C)c(C)c3c(=O)[nH]2)c(=O)[nH]c1=O (configuration not stated)
→ 0%	/	-0.3%	0%	1%	7%	-1%	-8%	-5%	19	-2%
C=C1CCN(C(C(=O)OC)C(C)C)S(=O)(=O)c2ccccc21 (configuration not stated)
→ /	-1%	0.1%	4%	-4%	1%	-1%	-6%	-13%	-6	13%
COc1ccc(NC(=S)NC(=NS(=O)(=O)c2ccc(Cl)cc2)c2ccccc2)cc1
→ -6%	-7%[46.1 µM]	0.2%	-3%	-5%	?	0%	1%	/	-12	?
CCCc1cc(=O)oc2c(C)c(OCC(=O)N3CCC(C(=O)O)CC3)ccc12
→ 0%	4%	-0.1%	-4%	1%	11%	0%	8%	-2%	0	3%
Cc1ccc(NC(=O)CSc2nnc(Cn3cnc4ccccc43)o2)cc1
→ -2%	-5%	0.2%	-9%	1%	0%	1%	-4%	3%	-3	2%
CC(C)c1ccc(NC2CCCN(C(=O)CCc3cnn(C)c3)C2)cc1 (configuration not stated)
→ -2%	3%	-0.3%	0%	-3%	-6%	1%	-6%	2%	-12	8%
Brc1ccc(-c2csc(-c3ccncc3)n2)cc1
→ -2%	-3%[46.1 µM]	-1.2%	-2%	-3%	?	1%	-14%	-7%	-11	?
O=c1ccc(/C=C/c2ccccc2)nn1Cc1ccccc1Cl
→ -5%	-5%	0.1%	3%	9%	?	1%	-8%	27%	-9	-6%
O=C(CCc1nnc(-c2ccc3c(c2)OCO3)o1)N(Cc1ccncc1)CC1CCCO1 (configuration not stated)
→ -3%	-2%	0.3%	-1%	-6%	-11%	-2%	-5%	0%	6	-17%

The results go on:
Screens in order – TSG101-PTAP inh	TCR activator	B2AR arrestin	Tb PFK inh	uPA generation	Chronic BCR inh	USP2a block	Eya2 phos inh	Mito fusion act	TSHR antagonist	ELG1 DNA repair
COC(=O)CCC(C)N1CCC(Oc2ccc(C(=O)NCc3ccccn3)cc2)CC1 (configuration not stated)
→ -3%	2%	0.0%	-11%	-11%	-1%	-1%	3%	0%	29	15%
CN1CCN(C(=O)c2cc(-c3ccco3)on2)CC1
→ 3%	7%	0.1%	-3%	-1%	?	3%	-22%	1%	7	?
Cc1c(NC(=O)c2ccc3c(c2)OCO3)cccc1-c1nc2ncccc2o1
→ 1%	2%	-0.2%	0%	13%	?	1%	-4%	4%	-4	?
CC(C)C(O)(c1ccccc1)C(CN1CCOCC1)c1ccccc1 (configuration not stated)
→ -1%	10%	0.2%	3%	-11%	-1%	3%	4%	?	-8	-13%
Cc1cnc(CN(C)Cc2c(C(=O)N3CCCCCCC3)nc3ccc(Cl)cn23)[nH]1
→ /	4%	-0.4%	-2%	-12%	-2%	1%	11%	-2%	-11	12%
CC(=O)c1cccc(NC(=O)c2cc(S(=O)(=O)N3CCOCC3)cs2)c1
→ /	10%	-0.5%	1%	-7%	0%	1%	-8%	0%	0	-16%
Brc1cccc(-c2nnc3n2CCCCC3)c1
→ 0%	-2%	0.5%	-6%	5%	3%	1%	-15%	1%	-8	-8%
Cc1ccc(S(=O)(=O)NCCC(=O)Nc2cccc(S(N)(=O)=O)c2)cc1C
→ -5%	3%	-0.1%	0%	1%	3%	3%	-6%	-3%	9	-1%
COc1ccc(S(N)(=O)=O)cc1C(=O)NCCCN1CCN(c2ccc(C)cc2)CC1
→ -1%	3%	-0.4%	-1%	4%	-11%	1%	-6%	0%	9	-1%
Cc1ccc2c(CN3CCC(C)CC3)cc(=O)oc2c1
→ 1%	2%	0.0%	2%	/	?	0%	/	-5%	16	?
CC(=O)N(c1cccc(Cl)c1)c1nc(C)cc(C)c1C#N
→ -5%	-4%	-0.1%	1%	-5%	0%	1%	-4%	5%	-5	0%
c1ccc(-c2ncnc3cc4n(c23)CCC4)cc1
→ -6%	-1%[46.1 µM]	-0.6%	0%	-2%	-7%	3%	3%	-1%	6	?
O=C(c1cc2ccccc2o1)N1CCN(c2ccccc2Cl)CC1
→ 0%	-15%	0.1%	0%	-3%	?	-20%	-3%	11%	-9	-18%
CC(C)CC(=O)N1CCN(Cc2cccc([N+](=O)[O-])c2)CC1
→ -6%	-8%	-1.0%	-13%	-17%	-13%	-5%	1%	7%	13	10%
CSc1nc(-c2ccccc2)[nH]c(=S)c1C(C)=O
→ 19%	3%	-0.4%	-2%	-5%	-2%	3%	-2%	5%	-2	1%
CC(=O)Nc1nnc(SCc2cc(=O)c(OC(=O)c3ccccc3)co2)s1
→ -5%	1%	0.2%	-5%	5%	3%	1%	-10%	1%	3	-5%
Cn1c[n+](C)cc1-c1ccc(/C(N)=N/O)cc1
→ -1%	1%[46.1 µM]	-1.4%	-1%	-12%	3%	-4%	-1%	18%	25	8%
Cc1ccc2c(c1)[nH]c1c(N3CCN(Cc4ccccc4)CC3)ncnc12
→ -3%	/	-0.2%	0%	-22%	-2%	1%	-8%	-1%	-48	18µM*
COc1cc2cc3c(N)c(C(=O)NCc4ccco4)sc3nc2cc1OC
→ -3%	5%	0.8%	2%	-3%	0%	-1%	-2%	9%	-9	?
Cc1cc(C)c(NC(=O)CS(=O)CC(=O)NCCN2CCCCCC2)c(C)c1 (configuration not stated)
→ -7%	-2%	0.2%	-1%	-4%	0%	4%	13%	-12%	3	15%
CCOC(=O)c1ccccc1NS(=O)(=O)c1ccc(OC)cc1
→ 4%	4%[46.1 µM]	-0.6%	3%	-15%	?	4%	1%	15%	-1	?
CN1CC[n+]2c(CN3C(=O)c4ccccc4C3=O)csc21
→ 6%	-7%	-0.6%	-6%	0%	-1%	5%	3%	-3%	4	1%
COC(=O)c1ccc(NC(=S)NC(=O)c2cccnc2)cc1
→ -6%	0%	-0.1%	0%	-1%	-2%	1%	4%	-5%	-2	-3%

High-throughput results from PubChem.
